Bioassay records deposited in PubChem BioAssay by National Center for Advancing Translational Sciences (NCATS).
BRCA1 expr up: qHTS Assay to Identify Small Molecule Activators of BRCA1 Expression | MCF7-BRCA1-FFLuc reporter, luminescence, 48 h; response scale: scaled: vehicle 0%, 10 µM genistein 100% | Potency, µM (titrated, usually from 46.1 µM), for the others: top-dose activation, usual class: activators | actives 1.1% (n = 380,000); also: potency is read from the fitted curve at half-maximal effect; nearly all actives have a fitted effect of over 80% in size; some results filed as inactive show a strong effect at the top dose
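48 h compound treatment of MCF7-BRCA1-FFLuc cells (phenol-red free MEM, 37 °C), then 15 min with luciferase substrate and luminescence imaging.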
MLL CXXC-DNA inh: qHTS Fluorescence Polarization Assay for Inhibitors of MLL CXXC domain - DNA interaction; actives 0.037% (n = 290,000); Potency, µM (series often up to 115 µM), for the others: top-dose activity change, negative = inhibition, actives largely listed as inhibitors; Histone-lysine N-methyltransferase 2A (Homo sapiens), Q03164; MLL-CXXC / FITC-HOXA9 DNA fluorescence polarization; active = well fitted inhibition curve with a large enough effect in the polarisation, with a control signal flat, not every such curve was filed as active; inconclusive = small, poorly fitted or top-dose-only effect, or effect the other way, or a change in a side signal; inactive = no such curve, though single readings can be large or run the other way; the % refers to the polarisation; also: potency is read from the fitted curve at half-maximal effect
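Steps: dispense CXXC domain solution (7 uM) → pin compounds or unlabeled HOX-A9 DNA control → 5 min ambient → add FLSN-HOX-A9 solution (50 nM) → spin → 30 min ambient → fluorescence polarization. Tris pH 7.5/NaCl/DTT/BSA buffer.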
Integrin act MD: qHTS for Activators of Integrin-Mediated Alleviation for Muscular Dystrophy; actives 0.064% (n = 350,000); Potency, µM (doses to about 38.3 µM), for inactives: at the highest dose activation, hits mostly activators; alpha7betagal myoblasts, beta-gal FDG fluorescence, 48 h;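 also: potency is read from the fitted curve at half-maximal effect; 100% = response of the positive control SU9516; nearly all actives have a fitted effect of over 60% in size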
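Alpha7betagal+/- myoblasts (passage 13) were plated 16-24 hr, then exposed to compounds (1:260 dilution of DMSO stock) for 48 hours at 37C. After MPER lysis, β-galactosidase reporter activity was read as FDG fluorescence (ex 480/em 540) after 30 minutes.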
ELG1 repair inh: qHTS screen for small molecules that inhibit ELG1-dependent DNA repair in human embryonic kidney (HEK293T) cells expressing luciferase-tagged ELG1. HEK293T ELG1-luciferase reporter, luminescence, 16 h; DNA damage induced by 5-fluorouridine. actives 2.3% (n = 330,000). Potency, µM (top dose mostly 46.1 µM), for inactives: at the top dose activity change, negative = inhibition, actives largely listed as inhibitors; also: potency is read from the fitted curve at half-maximal effect; % is scaled to controls: 0 for no effect and ±100 for the full control effect; nearly all actives have a fitted effect of over 55% in size
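DMSO vehicle served as the neutral condition. Each well held 2,000 cells given 5-fluorouridine plus compound; after 16 hr at 37 °C/5% CO2, ONE-Glo was added and luciferase measured 30 min later.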
TSG101-PTAP inh: qHTS Assay for Iinhibitors of HIV-1 Budding by Blocking the Interaction of PTAP/TSG101 | AID 493005, 2010 | 340,000 tested, under 10 active | Potency, µM (doses to about 115 µM), for inactives: top-dose activity change, negative = inhibition, most hits filed as inhibitors | Fluorescence polarization, FITC-PTAP peptide / Tsg101 binding; active = well fitted inhibition curve with a large enough effect in the main read-out, with a control signal flat, not every such curve was filed as active; inconclusive = small, poorly fitted or top-dose-only effect, or effect the other way, or a change in a side signal; inactive = no such curve, though single readings can be large or run the other way; also: potency is read from the fitted curve at half-maximal effect; % of control where 0% means no effect
Target sequence (Q99816 whole entry, looked up): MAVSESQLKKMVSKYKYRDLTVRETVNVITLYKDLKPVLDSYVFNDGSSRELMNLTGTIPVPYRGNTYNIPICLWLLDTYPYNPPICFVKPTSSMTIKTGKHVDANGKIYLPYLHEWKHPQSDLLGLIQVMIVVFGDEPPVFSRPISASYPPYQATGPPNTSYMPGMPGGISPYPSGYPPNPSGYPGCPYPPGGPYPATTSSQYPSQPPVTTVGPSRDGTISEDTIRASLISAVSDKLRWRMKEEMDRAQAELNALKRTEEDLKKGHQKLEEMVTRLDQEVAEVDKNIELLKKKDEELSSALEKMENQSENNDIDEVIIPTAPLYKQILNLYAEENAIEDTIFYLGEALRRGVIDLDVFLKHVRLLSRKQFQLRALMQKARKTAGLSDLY
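Fluorescence polarization binding of Tsg101 binding domain (10 uM final) to FITC-labeled PTAP peptide (50 nM final) in HEPES pH 7.5 buffer with NaCl, Tween 20, EDTA, TCEP. Compounds added before peptide; binding 20 min at RT.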
B2AR arrestin: qHTS assay of beta-arrestin-biased ligands of beta2-adrenergic receptor. Beta-2 adrenergic receptor (Homo sapiens), P07550. Potency, µM (highest dose often 46.1 µM), without a hit: at the highest dose activation, most hits filed as activators. actives 0.02% (n = 330,000). beta-arrestin recruitment to beta2AR, cell-based reporter. AID 492947, 2010;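 also: potency is read from the fitted curve at half-maximal effect; 0% = DMSO controls and full agonism = EC100 isoproterenol or metaproterenol; nearly all actives have a fitted effect of over 65% in size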
Target sequence (P07550 whole entry, looked up): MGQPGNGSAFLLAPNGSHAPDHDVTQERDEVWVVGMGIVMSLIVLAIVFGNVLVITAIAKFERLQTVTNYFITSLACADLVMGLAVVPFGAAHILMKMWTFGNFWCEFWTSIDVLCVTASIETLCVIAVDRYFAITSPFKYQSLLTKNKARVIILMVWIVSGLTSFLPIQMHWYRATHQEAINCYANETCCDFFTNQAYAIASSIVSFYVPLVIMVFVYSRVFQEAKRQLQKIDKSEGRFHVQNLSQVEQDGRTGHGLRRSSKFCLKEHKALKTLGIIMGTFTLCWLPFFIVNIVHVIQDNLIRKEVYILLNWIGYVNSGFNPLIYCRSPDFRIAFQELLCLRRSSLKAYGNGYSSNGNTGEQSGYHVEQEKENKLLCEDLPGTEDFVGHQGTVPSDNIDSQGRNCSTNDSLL
p53 reactivator: qHTS assay for re-activators of p53 using a Luc reporter; H1299 p53-A138V BP100-luciferase reporter, luminescence, 24 h; Potency, µM (top dose mostly 92.2 µM), for inactives: at the top dose activity change, positive = activation, usual class: activators; actives 0.063% (n = 320,000); AID 504706, 2011; also: potency is read from the fitted curve at half-maximal effect; % of control where 0% means no effect; nearly all actives have a fitted effect of over 45% in size
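H1299 (p53-null), stable ts p53-A138V + BP100-Luc; 1000 cells/well, Opti-MEM/10% FBS; cpd 4 pt, 1:5; 24 h, 37 deg C, 5% CO2; detection reagent 10 min RT; luminescence.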
TCR activator: Activators of T cell receptors: qHTS campaign; primary human leukocytes, anti-CD3, IL-2 HTRF, 48 h; Potency, µM (highest dose often 9.22 µM), for the others: at the top dose activation of IL-2 secretion, hits mostly activators; 330,000 tested, under 10 active; AID 504894, 2011; also: % of control where 0% means no effect
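Compounds are tested in HTS on primary human leukocytes co-incubated with a-CD3 beads for 48 hr. IL-2 output is measured by time-resolved FRET.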
AT treatment: qHTS Assay for Identifying a Potential Treatment of Ataxia-Telangiectasia; AID 485349, 2010; Potency, µM (top dose mostly 57.5 µM), for inactives: at the top dose activation, most hits filed as activators; […] A-T fibroblasts, KAP-1 phosphorylation AlphaLISA; neocarzinostatin DNA damage 30 min before lysis; actives 0.19% (n = 320,000); also: potency is read from the fitted curve at half-maximal effect; % of control where 0% means no effect; nearly all actives have a fitted effect of over 45% in size
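hTERT-immortalized A-T patient fibroblasts ([…]), 500 cells/well in OPTI-MEM, 1% FBS, got compounds for 60 min, then NCS for 30 min at 37C. Lysates were then assayed for phospho-KAP-1 by AlphaLISA (anti-pKAP1 donor, anti-KAP1 acceptor beads), 6 hr at 25C.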
TRPV1 agonist: HTS Assay for Compounds that Act as Agonists of the Vanilloid Receptor 1; TRPV1-expressing cells, Fluo-8 calcium influx, agonist mode; activation, % at 8.33 µM; actives 0.19% (n = 320,000); AID 540275, 2011; in the data active = activation above about 80%; inconclusive = between about 30% and that limit; also: 0% is about no effect
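Cells expressing TRPV1 were dye-loaded with Fluo-8 and read kinetically: 10 s baseline, 3 min after compound (agonist portion), then 2 min after EC20 capsaicin (allosteric enhancer portion). Calcium-bound dye fluorescence at 480/520 nm.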
* = called active by the depositor; u = inconclusive; x = not tested or not shown; & = joins results of further samples; [ ] = another dose, or the depositor's remark. Unless noted, calls follow the shape of the dose curve; as a rule, active = well fitted curve in the direction sought with a large enough effect; inconclusive = small, poorly fitted or top-dose-only effect, or another doubt; inactive = no such curve, though single readings can be large; an effect the other way counts as inactive or inconclusive.

SMILES	BRCA1 expr up	MLL CXXC-DNA inh	Integrin act MD	ELG1 repair inh	TSG101-PTAP inh	B2AR arrestin	p53 reactivator	TCR activator	AT treatment	TRPV1 agonist
Cc1onc(C(=O)Nc2cccc(C(F)(F)F)c2)c1[N+](=O)[O-]	0.0%	-3.3%	17.4%	6.8%	-1.6%	0.3%	21.0%	4.6%	-4.3%	u
Cc1ccsc1C(=O)OCc1csc(-c2ccccc2)n1	u	1.5%	0.7%	u	-0.3%	-0.3%	u	-0.2%	33.1%	5.7
COc1ccc(NC(=S)N(CCCN2CCOCC2)C(C)c2cc3cccc(OC)c3o2)cc1 (stereo unspecified)	-8.9%	7.1%	-21.8%	6.7%	-0.7%	-0.6%	10.4%	7.5%	3.2%	-10.1
Cc1c(NS(=O)(=O)c2ccc(Cl)c(C(=O)OC(C)C(=O)N3CCOCC3)c2)c(=O)n(-c2ccccc2)n1C (stereo unspecified)	-2.1%	6.6%	10.0%	-2.8%	1.4%	-0.7%	-0.7%	0.6%	-10.9%	1.9
CN(Cc1ccon1)Cc1cn(C)nc1-c1cccc(Cl)c1	-10.1%	7.0%	-0.9%	u	-1.8%	0.0%	-0.5%	2.4%	-3.9%	-5.1
CC(=O)c1cc(C#N)c(N2CCN(c3ccccc3)CC2)nc1C	51.3%	-3.3%	4.1%	u	-0.7%	-0.3%	5.0%	9.3%	50.0%	19.5
CCOC(=O)c1[nH]c2cc3c(cc2c1NC(=O)CN1CCCC1)OCO3	-42.1%	0.8%	0.0%	6.9%	-2.4%	-0.4%	-3.3%	-2.6%	0.3%	u
O=C(C1CCCN(c2ncnc3c2nc2n3CCCCC2)C1)N1CCN(c2cccc(Cl)c2)CC1 (stereo unspecified)	-75.2%	0.7%	-48.9%[inhibitor]	8.2µM*	-5.2%	-0.2%	21.7%	5.1%	0.8%	18.8
COc1ccc(CNC(=O)c2cc3cc(OC)ccc3oc2=O)cc1	-67.0%&-18.7%	38.2%[activator]	15.0%	-16.6%	0.7%	0.1%	1.3%	10.2%	-12.2%	12.6
O=C(N/N=C/C=C/c1ccccc1)C1CC1c1ccccc1 (stereo unspecified)	2.4%	-1.2%	-3.9%	5.3%	-5.6%	-0.3%	-1.5%	6.5%[46.1 µM]	-6.5%	3.2
Cc1c(NC(=O)C(CC(=O)O)NCc2ccco2)c(=O)n(-c2ccccc2)n1C (stereo unspecified)	0.0%	-3.2%	21.5%	14.4%	0.2%	0.3%	-5.1%	4.0%[46.1 µM]	1.2%	-1.6
CC(C)C[C@H](N)c1nnc(SCC(=O)Nc2ccc(Br)cc2)o1	9.1%	-2.6%	2.1%	14.6%	-2.3%	4.1%	-0.4%	-2.1%	0.2%	4.8
Cc1ccc(C(=O)COC(=O)c2n[nH]c(=O)c3ccccc23)cc1	32.0%	28.1%	11.4%	1.3%	-2.5%	-0.3%	11.9%	1.5%	0.1%	-1.4
CC(C)c1nnc(SCc2ccc(CSc3nnc(C(C)C)n3N)cc2)n1N	-17.7%	-3.2%	-15.6%	x	-0.7%	x	x	2.4%	x	-1.1
C[C@@H]1CN([C@@H](C)CO)C(=O)c2cc(N(C)C)ccc2O[C@@H]1CN(C)S(C)(=O)=O	12.9%	x	7.1%	u	-8.6%	-0.9%	1.5%	5.2%	1.8%	x
CN(C)CCN(C(=O)c1ccc(S(=O)(=O)N(C)C)cc1)c1nc2cc3c(cc2s1)OCCO3	u	11.0%	-12.7%	u	-5.1%	0.0%	24.9%	-1.2%	14.0%	-1.1
O=C(/C=C\Nc1cccc(F)c1)c1ccc2c(c1)OCO2	u	0.5%	9.8%	u	-2.8%	0.0%	-3.6%	1.4%	2.8%	u
COc1cccc(CC(=O)N[C@@H](CCSC)c2nc3ccccc3[nH]2)c1	1.4%	3.4%	-22.5%	-0.2%	-2.8%	0.4%	-2.6%	1.6%	-9.0%	13.3
Nc1nc2ccccc2n1C(=O)c1ccco1	u	18.4%	8.1%	u	-0.2%	0.0%	u	2.7%[46.1 µM]	-0.9%	4.5
O=C(NCc1cccs1)c1csc2ccccc12	77.0%	-0.7%	-10.7%[7.66 µM]	u	-3.2%	-2.3%	11.0%	x	-2.8%	0.4
CCC(=O)c1ccc(OCC(=O)OCC(=O)Nc2cccc(S(=O)(=O)N3CCOCC3)c2)cc1	-17.6%	x	3.5%	x	0.9%	x	x	1.3%	x	x
COc1ccc(NC2c3ccccc3C(=O)N2Cc2ccccc2Cl)cc1OC (stereo unspecified)	-15.4%	10.7%	u	u	-2.7%	3.3%	-2.1%	0.7%	8.9%	20.0
CCc1noc(C)c1C(=O)N(C)CC(=O)Nc1ccc(F)c(F)c1F	-2.2%	x	19.8%	u	-2.8%	0.2%	0.3%	x	15.1%	2.8
CCOC(=O)C1C(=O)NC(N2CCCCC2)=NC1c1ccccc1 (stereo unspecified)	29.6%[1.84 µM]	2.2%	6.7%	6.2%	0.4%	0.1%	-5.5%	2.0%	6.1%	-2.2
O=C(Nc1cc(S(=O)(=O)N2CCCCC2)ccc1N1CCOCC1)c1cc(=O)[nH]c2ccccc12	-27.8%	-6.4%	9.0%	u	-2.7%	-0.4%	-2.1%	1.8%	-2.2%	-2.5
O=S(=O)(c1ccc(Cl)c2ccccc12)N1CCCC1	-11.7%	-3.1%	-20.1%	3.4%	-3.9%	-0.2%	-2.2%	-0.9%	6.3%	16.4
CCC(=O)N1CCN(c2ccc(NC(=O)COc3cccc(C)c3C)cc2)CC1	-17.7%	3.6%	7.4%	u	-7.3%	0.0%	-5.2%	-1.5%	-1.4%	22.2
COc1ccc(CCNc2oc(-c3ccccc3OC)nc2C#N)cc1OC	-12.7%	-4.2%	-24.3%	-23.1%	-1.5%	0.0%	-8.6%	1.3%	2.1%	2.0
COc1cc(CNc2ccccc2SC)cc(OC)c1OC	-64.0%	-1.7%	-10.6%	u	-2.4%	0.2%	-0.6%	3.3%	x	16.1
CC(=O)N(Cc1ccccc1)C(CC(=O)NCc1ccccc1)C(=O)O (stereo unspecified)	0.9%	x	0.0%	x	-7.8%	x	x	4.5%	x	x
N/C(=N\OC(=O)c1ccccc1Cl)c1ccc(Cl)cc1	55.8%	1.4%	0.0%	u	-0.3%	0.1%	u	-5.2%	x	-1.9
COc1ccccc1/C=C(/C#N)C(=O)O	-4.9%	u	-6.3%	11.1%	-3.7%	-0.4%	-2.0%	16.5%	-0.7%	9.3
COc1ccc(N2C(=O)CC(Sc3nc4ccccc4s3)C2=O)cc1OC (stereo unspecified)	-6.3%	3.0%	-70.4%[inhibitor]	13.0%	-3.9%	-0.7%	9.1%	2.1%	1.4%	2.1
CCC1(c2ccccc2)NC(=S)N(c2cccc(C)c2C)N1 (stereo unspecified)	-30.2%	3.0%	-20.9%	1.6%	1.4%	-1.9%	2.1%	5.2%[46.1 µM]	9.2%	2.0
CC(C)CCn1c(SCCN2CCOCC2)nc2c1c(=O)[nH]c(=O)n2C	1.1%	4.8%	-15.4%	-7.8%	3.9%	-2.2%	0.5%	6.2%	6.9%	0.5
CSc1ccccc1NC(=O)CSCc1nc2sc(C)c(C)c2c(=O)[nH]1	-17.2%	x	1.3%	-2.1%	-0.7%	-0.7%	8.3%	1.4%	-8.9%	9.4
O=C(CCC(=O)c1cccs1)OCc1nnc(-c2ccccc2)o1	0.0%	3.9%	-10.7%	15.6%	-5.2%	-0.9%	-6.2%	2.4%	2.3%	2.1
CCc1ccc(C(=O)NNC(=O)CCN2CCN(Cc3ccccc3)CC2)cc1	-7.9%	-2.6%	2.5%	10.9%	-0.4%	0.2%	-2.0%	0.8%	0.5%	0.7
CCCCn1c(N)c(N(CCC(C)C)C(=O)C2CC(=O)N(c3ccc(OC)cc3OC)C2)c(=O)[nH]c1=O (stereo unspecified)	-7.7%	x	-1.5%	-6.8%	-0.8%	0.4%	1.4%	-1.0%	-8.9%	-0.1
Cc1ccccc1CC(=O)Nc1cc(C(C)(C)C)on1	24.2%	-1.6%	4.2%	3.7%	-2.9%	0.1%	x	-0.4%	-6.3%	u
CC(C)C1COS(=O)(=O)NC1CC(=O)SC(C)(C)C (stereo unspecified)	-10.4%	-5.3%	2.0%	-20.1%	0.8%	-1.2%	x	-2.7%	-1.2%	8.4
COc1cc(OC)c2c(c1C(CCN1CCOCC1)c1ccc(N(C)C)cc1)OC(=O)CC2c1ccc(N(C)C)cc1 (stereo unspecified)	-3.1%	17.3%	-0.8%	-4.8%	-4.8%	-0.4%	-4.4%	-2.3%	-29.7%	11.0

Hits appear at their usual frequency. About 3.8% of those tested had a hit in this group.
